HT1080 IDH1KD tx = HT-1080 IDH1 knockdown cell toxicity (counter line); HT-1080 IDH1 knockdown viability, ATP luminescence, 48 h; Potency, µM (highest dose often 46.1 µM), for the others: at the top dose activity, negative = toxicity, hits mostly cytotoxic; 2% of 360,000 active; AID 686971;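 note: potency is the fitted concentration of half-maximal effect; 0% = DMSO wells and -100% = cell-free medium wells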
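After a 2 h attachment period, IDH1KD HT-1080 cells took pin-transferred compound for 48 h at 37 °C; ATP-based luminescence after 10 min room-temperature reagent incubation reported viability.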
KB-V1 MDR tox = KB-V1 MDR subline cytotoxicity; Potency, µM (highest dose often 46.1 µM), without a hit: at the highest dose activity change, negative = cytotoxicity, usual class: cytotoxic; KB-V1 MDR cells viability, CellTiter-Glo, 72 h; 3.4% of 400,000 active; note: potency is the fitted concentration of half-maximal effect; % is set by controls: 0 for no effect and ±100 for the full control effect; nearly all actives have a fitted effect of over 60% in size
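Following 72 h at 37 degrees C with compound, KB-V1 cell viability was read by CellTiter-Glo luminescence, medium being phenol-red-free DMEM plus 10% FBS; concentration-response parameters came from normalized, curve-fitted qHTS data.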
SW480 rereplic = inducers of DNA re-replication in SW480 colon cancer cells | 1.8% of 340,000 active | Potency, µM (doses to about 46.1 µM), for inactives: at the top dose re-replication activation, usual class: activators | SW480 DNA re-replication, Hoechst DNA content imaging, 48 h; note: potency is the fitted concentration of half-maximal effect; % of control where 0% means no effect; nearly all actives have a fitted effect of over 55% in size
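Compounds, transferred as 23 nL by pin tool, were incubated with cells for 48 hr; DNA content per nucleus was then quantified by Hoechst staining and fluorescence plate imaging.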
KB-3-1 tox = kills parental KB-3-1 adenocarcinoma cells. KB-3-1 viability, CellTiter-Glo ATP luminescence, 72 h. 1.4% of 400,000 active. Potency, µM (top dose mostly 46.1 µM), inactives show top-dose activity change, negative = cytotoxic, most hits filed as cytotoxic; note: potency is the fitted concentration of half-maximal effect; % is set by controls: 0 for no effect and ±100 for the full control effect; nearly all actives have a fitted effect of over 60% in size
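Cells are dispensed, compounds pinned in, plates held at 37 °C for 72 h, then CellTiter-Glo is added and luminescence read after 10 minutes. Cell line: parental KB-3-1 in phenol-red-free DMEM, 10% FBS.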
IL1B secr inh = inhibitors of inflammasome signaling (IL-1 beta secretion). AID 743279. 4.7% of 360,000 active. THP-1 LPS/ATP IL-1B secretion, AlphaLISA, 16 h; stronger effect = lower value. activity change, % at 57.5 µM; in the data active = activity change below about -50%; inconclusive = mostly about -30% to -49%; note: % is set by controls: 0 for no effect and ±100 for the full control effect
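Secreted IL-1B measured by AlphaLISA bead assay after 16 h compound exposure of THP-1 cells; compounds (final up to 57.5 uM) added 1 h before LPS (250 ng/mL) and ATP (1.25 mM) stimulation; lower signal means less secretion.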
HT1080-NT tox = kills 2HG-producing HT-1080-NT fibrosarcoma cells; HT-1080-NT fibrosarcoma viability, CellTiter-Glo ATP luminescence, 48 h; Potency, µM (series often up to 46.1 µM), for inactives: at the highest dose activity, negative = less viability, actives largely listed as cytotoxic; 1.6% of 360,000 active;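 note: NT is the 2HG producing partner of a matched IDH1 knockdown line; potency is the fitted concentration of half-maximal effect; 0% = DMSO-treated cells and -100% = media-only wells without cells; nearly all actives have a fitted effect of over 55% in size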
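HT-1080-NT; 750 cells/well; 5% FBS RPMI; 48 h compound, 37 degrees C; CellTiter-Glo luminescence; curve fitting and curve-class assignment.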
HEK293 tox = cytotoxicity in counter-screen for GLP-1R inverse agonists | Potency, µM (doses to about 38.3 µM), without a hit: at the top dose activity change, negative = inhibition, hits mostly inhibitors | HEK293 cAMP-luciferase reporter cells, luminescence, 24 h | AID 624418 | 0.13% of 410,000 active;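 note: loss of luciferase light is scored as toxicity; potency is the fitted concentration of half-maximal effect; % is set by controls: 0 for no effect and ±100 for the full control effect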
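MLSMR compounds, 24 hr on cells at 37 deg C/5% CO2; luminescence after luciferase reagent (12 min RT). Inhibition counted as the undesired cytotoxic outcome.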
MCF10A rerep = DNA re-replication induction in MCF 10a cells; MCF 10A DNA re-replication, Hoechst nuclear intensity, 48 h; Potency, µM (top dose mostly 46.1 µM), for inactives: top-dose activity, positive = re-replication, actives largely listed as activators; 2.9% of 350,000 active; note: potency is the fitted concentration of half-maximal effect; % of control where 0% means no effect; nearly all actives have a fitted effect of over 50% in size
DRD3 agonist = activates the human D3 dopamine receptor; P35462; D3R DiscoveRx beta-arrestin cells, luminescence, 90 min; max activation, %; 0.58% of 410,000 active; in the data active = max activation above about 30%; note: 0% is about no effect; mostly tested at two doses, the higher about 12 µM
Target sequence (P35462 whole entry, looked up): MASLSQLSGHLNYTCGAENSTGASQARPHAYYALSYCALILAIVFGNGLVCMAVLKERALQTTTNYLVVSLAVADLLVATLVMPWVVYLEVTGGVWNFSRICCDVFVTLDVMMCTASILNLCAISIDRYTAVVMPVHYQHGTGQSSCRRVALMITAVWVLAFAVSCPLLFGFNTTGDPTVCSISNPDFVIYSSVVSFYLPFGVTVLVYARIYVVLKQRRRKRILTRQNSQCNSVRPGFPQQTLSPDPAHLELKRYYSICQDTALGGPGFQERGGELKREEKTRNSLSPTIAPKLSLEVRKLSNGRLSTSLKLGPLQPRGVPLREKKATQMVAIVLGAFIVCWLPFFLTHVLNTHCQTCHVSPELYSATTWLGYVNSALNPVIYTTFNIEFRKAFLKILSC
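Agonist mode: compounds and dopamine controls were applied to plated cells for 90 min at 37 degrees C after an overnight attachment at 1500 cells/well. Luminescent read-out followed 30 - 60 minutes at room temperature with DiscoveRx detection reagent.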
* = called active by the depositor; ? = inconclusive; · = not tested or not shown; [ ] = dose if it differs, or a comment. Unless noted, calls come from the whole dose curve; as a rule, active = well fitted curve in the direction sought with a large enough effect; inconclusive = small, poorly fitted or top-dose-only effect, or another doubt; inactive = no such curve, though single readings can be large; an effect the other way counts as inactive or inconclusive. This is a random part of the collection. Share with any hit: about 11%.

item	Compound	HT1080 IDH1KD tx	KB-V1 MDR tox	SW480 rereplic	KB-3-1 tox	IL1B secr inh	HT1080-NT tox	HEK293 tox	MCF10A rerep	DRD3 agonist
1	COc1ccc(N(CC(=O)Nc2ccccc2C(=O)O)S(=O)(=O)c2ccc(C)c([N+](=O)[O-])c2)cc1	-4.2%	-4.8%	17.1%	-0.7%	-8.9	-9.6%	-5.0%	-44.4%[inhibitor]	4.8
2	COc1c(C)cc(C(=O)C2CCCN(S(=O)(=O)c3c(C)noc3C)C2)cc1C (stereo unspecified)	-20.1%	?	9.8%	5.3%	19.6	-24.0%	-4.9%	13.5%	32.6*
3	Nc1ccc(N2C(=O)c3ccccc3C2=O)c(Cl)c1	1.2%	18.1%	-3.1%	0.0%	-23.3	1.2%	-4.1%	-5.4%	1.2
4	Cc1ccc(CNC(=O)CCNS(=O)(=O)c2cccs2)cc1	7.8%	-3.8%	?	0.4%	2.4	9.4%	0.0%	-41.5%[inhibitor]	2.5
5	O=C(c1ccc(COc2ccccc2Cl)o1)N1CCN(c2ccccc2)CC1	?	15.0%	-3.9%	11.3%	22.6	-3.6%	-16.7%	?	2.3
6	Cc1csc(Nc2ccccc2)[n+]1-c1ccccc1	-7.1%	?	1.0%	-12.2%	-19.7	0.7%	14.0%	6.2%	-1.5
7	CC(=O)N1CCOc2ccc(S(=O)(=O)NCCc3ccc(C)cc3)cc21	-1.9%	17.0%	-10.2%	-1.6%	50.6	0.6%	-5.1%	?	-8.0
8	COc1ccccc1N1CCN(CC(=O)Nc2sccc2C#N)CC1	-2.4%	-17.5%	1.1%	-4.8%	15.4	0.5%	-0.6%	8.4%	0.6
9	CC(C)COC(=O)Cc1c(O)c2ccccc2[nH]c1=O	1.4%	-2.3%	-7.3%	2.0%	0.0	2.7%	-18.7%	-0.9%	2.2
10	C=CCn1cccc(C(=O)Nc2ccc(C)c(C)c2)c1=O	-6.2%	-15.1%	3.5%	-2.1%	-78.3*	-14.2%	-0.8%	7.2%	-8.4

An excerpt of these results, in transposed form.
1	COc1ccc(N(CC(=O)Nc2ccccc2C(=O)O)S(=O)(=O)c2ccc(C)c([N+](=O)[O-])c2)cc1
3	Nc1ccc(N2C(=O)c3ccccc3C2=O)c(Cl)c1
Compound	1	3
HT1080 IDH1KD tx	-4.2%	1.2%
KB-V1 MDR tox	-4.8%	18.1%
SW480 rereplic	17.1%	-3.1%
KB-3-1 tox	-0.7%	0.0%
IL1B secr inh	-8.9	-23.3
HT1080-NT tox	-9.6%	1.2%
HEK293 tox	-5.0%	-4.1%
MCF10A rerep	-44.4%[inhibitor]	-5.4%
DRD3 agonist	4.8	1.2

Single records, from the list above. Screens in order: HT1080 IDH1KD tx | KB-V1 MDR tox | SW480 rereplic | KB-3-1 tox | IL1B secr inh | HT1080-NT tox | HEK293 tox | MCF10A rerep | DRD3 agonist
Shown for `COc1ccc(N(CC(=O)Nc2ccccc2C(=O)O)S(=O)(=O)c2ccc(C)c([N+](=O)[O-])c2)cc1` → -4.2% | -4.8% | 17.1% | -0.7% | -8.9 | -9.6% | -5.0% | -44.4%[inhibitor] | 4.8
Shown for `CC(C)COC(=O)Cc1c(O)c2ccccc2[nH]c1=O` → 1.4% | -2.3% | -7.3% | 2.0% | 0.0 | 2.7% | -18.7% | -0.9% | 2.2

(more compounds)
item	Compound	HT1080 IDH1KD tx	KB-V1 MDR tox	SW480 rereplic	KB-3-1 tox	IL1B secr inh	HT1080-NT tox	HEK293 tox	MCF10A rerep	DRD3 agonist
11	O=C(COC(=O)c1cccc(Br)c1)NCC1CCCO1 (stereo unspecified)	-0.2%	-13.6%	-4.1%	1.2%	-3.8	2.7%	-12.4%	0.8%	2.3
12	Cc1ccc(NC(=O)Nc2cccc3ccccc23)cc1	13.5%	-20.4%	-10.5%	-7.4%	0.0	11.2%	0.0%	-0.3%	-3.9
13	CNc1nc(SCC(=O)Nc2ccc(Cl)c(Cl)c2)nc(N2CCOCC2)n1	-8.0%	-2.9%	?	0.4%	15.5	-1.0%	-11.8%	12.5%	5.0
14	COc1ccccc1N(CC(=O)Nc1cccnc1)S(C)(=O)=O	6.5%	12.4%	?	18.5%	-1.0	1.4%	2.5%	?	5.4
15	Cc1ccc(OC(=O)CCC(=O)OCCCC(F)(F)C(F)(F)F)cc1	4.9%	12.1%	-1.0%	-3.7%	12.1	8.8%	2.1%	-1.3%	-12.1
16	CC1CN(C(=O)c2ccccc2NS(=O)(=O)c2cccc([N+](=O)[O-])c2)CC(C)O1 (stereo unspecified)	3.4%	0.5%	-15.3%	-0.3%	26.4	4.3%	14.6%	12.6%	-4.9
17	CCN1C(=O)N[C@@H](c2cccs2)C(C(C)=O)=C1C	-0.8%	0.3%	-1.0%	-0.2%	34.2	-2.4%	-38.3%	?	-25.4
18	CCn1c(SCC(=O)Nc2nc(C)cs2)nnc1C(NC(=O)c1ccccc1Cl)C(C)C (stereo unspecified)	2.1%	-19.2%	13.9%	11.0%	10.6	-3.8%	5.3%	5.0%	1.7
19	CCOC(=O)[C@@H]1[C@H]2COc3ccccc3[C@@H]2N2C(=O)N(c3ccc(Br)cc3)C(=O)[C@@]12C	0.6%	-3.3%	·	0.1%	-2.2	-0.5%	-13.6%	·	-1.5
20	CCn1c(SCC(=O)Nc2ccc(C)c(C)c2)nnc1-c1nonc1NC(C)=O	·	-6.9%	·	-1.8%	·	·	1.6%	·	3.7

Quoted from the listing.
In KB-3-1 tox, no. 14 has the entry 18.5%
In HT1080 IDH1KD tx, no. 12 has the entry 13.5%

Next part
item	Compound	HT1080 IDH1KD tx	KB-V1 MDR tox	SW480 rereplic	KB-3-1 tox	IL1B secr inh	HT1080-NT tox	HEK293 tox	MCF10A rerep	DRD3 agonist
21	Cc1cccc(N2CCN(S(=O)(=O)c3nnc(NC(=O)c4ccc(Cl)cc4)s3)CC2)c1	·	?	·	3.8%	·	·	1.0%	·	9.6
22	Cc1cc(C)cc(N/C(N)=N/c2nc(C)cc(C)n2)c1	1.0%	20.6µM*	?	?	-102.5*	4.8%	?	?	6.2
23	CCOc1ccc(OCC)c(NC(=O)CN(c2ccc(OC)cc2)S(=O)(=O)c2c(C)noc2C)c1	-7.2%	-14.7%	-21.1%	-12.4%	24.3	-7.2%	-3.5%	0.0%	3.0
24	N#CCCN(C(=O)COC(=O)CNC(=O)C12CC3CC(CC(C3)C1)C2)c1ccccc1	3.4%	0.8%	-6.6%	-5.4%	7.9	0.9%	0.6%	3.7%	2.2
25	Cc1nc2nc(SCC(=O)NCCCN3CCCCCC3)nn2c(C)c1Cc1ccccc1	2.1%	0.0%	-3.5%	0.0%	10.1	15.4%	0.9%	17.3%	-4.6
26	Cn1cnc(S(=O)(=O)NCc2cccs2)c1	11.1%[9.24 µM]	-5.2%	-8.2%	-7.3%	-2.3	19.2%	7.7%	8.7%	-4.4
27	O=C(O)C1C2C=CC(C2)C1C(=O)NCc1ccc(Cl)cc1Cl (stereo unspecified)	-24.9%	-17.8%	-89.9%[inhibitor]	-11.8%	-1.8	-1.2%	10.3%	?	4.5
28	FC(F)(F)c1ccc(Oc2ccc(Cl)cc2Br)nc1	10.2%	-2.3%	-4.0%	-2.0%	15.6	-18.4%	0.0%	-9.9%	4.9
29	Cn1cc(CN2CCCCC2c2ccccn2)c(-c2ccc3c(c2)OCCO3)n1 (stereo unspecified)	17.3%	-5.6%	-5.5%	-1.1%	-3.4	2.2%	3.7%	-7.4%	-10.8
30	CCO[C@@H]1OC(C(=O)NCc2ccccc2)=C[C@H](C2CC2)[C@H]1CCCO	-0.7%	-40.4%	-60.8%[inhibitor]	-9.7%	23.6	-0.5%	2.1%	-34.6%[inhibitor]	-14.9

(cont.)
item	Compound	HT1080 IDH1KD tx	KB-V1 MDR tox	SW480 rereplic	KB-3-1 tox	IL1B secr inh	HT1080-NT tox	HEK293 tox	MCF10A rerep	DRD3 agonist
31	Cn1c(=O)n(C)c2cc(NC(=O)COc3ccccc3)ccc21	-1.1%	-25.4%	-12.2%	-1.6%	23.0	0.1%	-1.0%	1.6%	1.1
32	O=C(NCc1cc(Cl)cc(Cl)c1)c1csc(COCCO)n1	1.2%	-0.8%	·	-3.7%	5.3	6.3%	-7.8%	·	4.1
33	CC1=CS/C(=C(/C#N)C(=O)NCc2ccco2)N1c1ccccc1	4.3%	-5.4%	-2.0%	1.8%	-13.0	2.8%	-6.0%	5.6%	23.2
34	O=C1CC(c2ccco2)CC(O)=C1C=Nc1cc(Cl)ccc1Cl (stereo unspecified)	-4.5%	2.1%	-3.3%	1.3%	11.8	1.6%	-2.2%	-41.4%[inhibitor]	-6.5
35	NNc1nc(-c2ccccc2Cl)nc2sc3c(c12)CCCC3	-24.6%	4.61µM*	?	?	-11.5	-18.1%	38.5%[activator]	16.1%	-10.4
36	O=C(c1cccc(N2C(=O)C3C4C=CC(C4)C3C2=O)c1)N1CCN(c2ccc(F)cc2)CC1 (stereo unspecified)	3.6%	-20.1%	4.8%	-5.6%	9.0	0.5%	-3.6%	18.8%	-7.2
37	O=C(Nc1nccs1)c1cccc(S(=O)(=O)N2CCCCC2)c1	7.5%	-3.5%	-12.9%	2.4%	5.0	5.4%	-1.8%	1.9%	-2.1
38	O=C(NCCN1CCOCC1)c1ccc(Cl)cc1[N+](=O)[O-]	4.0%	-5.1%	-1.7%	1.7%	0.0	7.8%	3.3%	-0.6%	1.7
39	Cc1cnc(C2OCCO2)c2cccc([N+](=O)[O-])c12	-4.6%	8.7%	·	-1.7%	-18.8	-4.7%	12.8%	·	-7.4
40	CCCc1cc(=O)oc2cc(OCC(=O)NCC(O)c3ccccc3)ccc12 (stereo unspecified)	4.9%	8.7%	2.1%	-1.2%	-3.9	-1.8%	5.8%	0.3%	1.7
